KOR beta-arrestin-1: kappa opioid receptor blockers – cell-based, luminescence, uHTS (AID 1778); KOR beta-arrestin recruitment, luminescence, antagonist mode; higher % means a stronger effect; inhibition, % at 10 µM, or IC50 in µM where a hit was titrated; 290,000 tested, 0.091% active; also: strong numbers were not always called active
P. falciparum M17LAP: P. falciparum M17LAP inhibitors, primary screen, biochemical, fluorogenic H-Leu-NHMec substrate, 1536-well (AID 1619); 220,000 tested, 0.38% active; inhibition, % at 30 µM; hits with a dose series show IC50 in µM; recombinant M17LAP, H-Leu-NHMec fluorogenic kinetic assay; higher % means a stronger effect;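 active = compound inhibiting the enzyme by more than half at any dose during confirmatory dose-response retesting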;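 also: plate controls were full reaction with DMSO carrier for no effect and no enzyme background for full effect; strong numbers were not always called active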
HEK293 NOD2/NF-kB: inhibition of NOD2-driven NF-kB reporter – cell-based, luminescence, uHTS, HEK293 (AID 1566); 290,000 tested, 0.63% active; inhibition, % at 4 µM; hits with a dose series show EC50 in µM; HEK293 NOD2/NF-kB luciferase reporter, luminescence; higher % means a stronger effect; also: many of its hits are not listed in these tables
GPR55 activation: GPR55 agonists via beta-arrestin recruitment, primary screen, imaging, U2OS cells, beta-arrestin-GFP redistribution (AID 1961); activation, % at 10 µM; hits with a dose series show EC50 in µM; 290,000 tested, 0.048% active; U2OS GPR55 beta-arrestin-GFP redistribution imaging; higher % means a stronger effect;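 active = activation above 40% with more than 50 cells counted in the well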;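 also: U2OS osteosarcoma cells stably expressing GPR55 and beta-arrestin-GFP; plate controls were DMSO negative control for no effect and LPI positive control for full effect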
KOR beta-arrestin-2: kappa opioid receptor activators – cell-based, luminescence, uHTS, primary screen (AID 1777); 280,000 tested, 0.02% active; activation, % at 10 µM, or EC50 in µM where a hit was titrated; KOR beta-arrestin recruitment, luminescence; higher % means a stronger effect; in the data active = activation above about 50%, passing the limit was not always enough; also: a part of the inactive calls stands beside numbers as strong as those of hits
NOD1 NF-kB reporter: NOD1 signaling inhibitors, primary screen, cell-based, luminescence, uHTS (AID 1578) | NOD1-driven NF-kB luciferase reporter cells, luminescence; higher % means a stronger effect | inhibition, % at 4 µM, or EC50 in µM where a hit was titrated | 290,000 tested, 1% active; in the data active = inhibition mostly above about 36%, no sharp cut-off; inactive = mostly below about 34%;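 also: HEK-293T reporter cells stimulated with the NOD1 agonist gamma-tri-DAP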
Dynein cargo inh: dynein cargo transport inhibition | 3617.4 mouse cells, GR-EGFP nuclear translocation imaging; test concentration mostly 20 µM; stimulated with dexamethasone, 1 µM; hits give low values | z-score, hits read low | 220,000 tested, 0.47% active;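 active = plate z-score of nuclear minus cytoplasmic receptor signal below a set negative limit, without overly bright fluorescence or cell loss, cut at about -3.5 in these data, passing the limit was not always enough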;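 also: z-score of nuclear minus cytoplasmic ring GR-EGFP intensity difference per well; some compounds called inactive have numbers as strong as hits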
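Also added – dexamethasone, 1.0 µM final · Buffer or medium – tet-free, stripped-serum medium · Schedule – induction 48 h, compound 1 h, agonist 30 min · Detection – formaldehyde fixation, Hoechst nuclear stain, 10x automated fluorescence imaging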
P. falciparum M1AAP: P. falciparum M1AAP inhibitors, biochemical, fluorogenic H-Leu-NHMec substrate, 1536-well (AID 1445) | recombinant M1AAP, H-Leu-NHMec fluorogenic kinetic assay; higher % means a stronger effect | inhibition, % at 30 µM; hits with a dose series show IC50 in µM | 220,000 tested, 0.42% active;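 active = primary inhibition above the hit cutoff, then over 50% inhibition at one or more dose response concentrations, cut at about 23% in these data, passing the limit was not always enough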;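 also: plate controls were DMSO full reaction for no effect and no enzyme background for full effect; strong numbers were not always called active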
AID2073: inhibitors of Mint1-CaV2.2 protein interaction, biochemical, HTRF (AID 2073); HTRF protein-protein interaction, Mint1-CaV2.2; higher % means a stronger effect; inhibition, % at 20 µM, or IC50 in µM where a hit was titrated; 290,000 tested, 0.19% active; in the data active = inhibition mostly above about 51%, no sharp cut-off; also: some results filed as inactive read as strong as hits
Dynein cargo inh cytoplasmic EGFP: second read-out of Dynein cargo inh, no call of its own (marks repeat the call); z-score; measured here: cytoplasmic GR-EGFP intensity; hits give high values
Dynein cargo inh nuclear GR-EGFP: recorded beside Dynein cargo inh, whose call it bears; z-score; measured here: nuclear GR-EGFP intensity;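 lower value marks the stronger effect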
Dynein cargo inh cell count: recorded beside Dynein cargo inh, whose call it bears; z-score; measured here: cell count per field
Numbers without * were called inactive; . = no result given; [ ] = remark or other dose. Rule as the data show it, unless noted: active = inhibition above about 50%; inactive = the rest. An excerpt; count on the stated rates, not on these rows.

Fields – KOR beta-arrestin-1	P. falciparum M17LAP	HEK293 NOD2/NF-kB	GPR55 activation	KOR beta-arrestin-2	NOD1 NF-kB reporter	Dynein cargo inh	Dynein cargo inh cytoplasmic EGFP	Dynein cargo inh nuclear GR-EGFP	Dynein cargo inh cell count	P. falciparum M1AAP	AID2073
O=C(Cn1nc(Cc2cccnc2)c2ccccc2c1=O)NCC1CCCO1 (centres undefined)
    16.0%	5.0%	1.8%	-0.3%	0.7%	-5.5%	0.129	-0.201	0.378	-0.401	2.4%	3.5%
CC1CC(C)CN(C(=O)Cc2c(C(=O)O)[nH]c3ccc(Cl)cc23)C1 (centres undefined)
    -21.3%	2.7%	19.5%	0.5%	-1.1%	-5.5%	-0.241	-0.194	-0.0701	0.572	0.2%	7.2%
Cc1cccnc1NC(=O)CCCN1C(=O)c2ccccc2C1=O
    3.8%	-2.3%	-18.4%	-0.1%	-0.8%	.	-0.301	-0.276	-0.235	-0.123	8.6%	6.6%
COCC(C)NCc1ccc(OC)c(Br)c1 (centres undefined)
    -11.3%	-0.6%	2.7%	1.3%	0.0%	-38.2%	-0.409	-0.274	-0.216	0.527	3.3%	5.1%
CCN(Cc1ccc(C#CCCO)cc1)CC1CCCN(CCc2cccc(F)c2)C1 (centres undefined)
    -39.7%	.	-3.2%	-0.3%	2.9%	72.4%	.	.	.	.	.	7.0%
Cc1ccc(NC(=O)CCN2C(=O)CSC2=O)cc1
    -32.7%	16.7%	6.1%	-0.4%	11.9%	18.0%	-0.373	-0.192	0.0881	-0.853	-3.2%	1.7%
O=C(Cc1cccs1)NCc1cn2ccccc2n1
    -32.2%	12.6%	3.5%	-0.1%	3.1%	4.3%	-1.01	-0.264	-0.591	0.775	20.3%	7.7%
CC(C)COc1ccc(C(=O)NCc2ccco2)cc1
    6.7%	5.6%	1.5%	0.0%	0.0%	-36.3%	-0.765	-0.229	-0.776	1.49	11.9%	2.2%
Cc1c2ccccc2nc2c(F)c(N(C)C)c(F)c(F)c12
    -37.2%	8.1%	-16.7%	-0.2%	0.1%	-40.7%	-1.73	6.46	0.444	1.63	8.3%	11.0%
CCOC(=O)C/C(C)=N/NC(=O)C1CC1(c1ccccc1)c1ccccc1 (centres undefined)
    -8.7%	-7.8%	7.2%	0.3%	-4.2%	9.8%	-0.0839	-0.237	0.149	1.1	3.9%	11.6%
CC(OC(=O)c1ccccc1NS(=O)(=O)c1cccc(C(F)(F)F)c1)C(=O)N(C)Cc1ccccc1 (centres undefined)
    -1.9%	8.4%	-0.6%	-0.2%	0.1%	5.3%	0.453	0.0487	0.222	-1.87	3.9%	9.5%
COc1ccc(S(=O)(=O)N2CCN(c3ccc(C)cc3C)CC2)cc1OC
    -4.5%	-4.7%	5.5%	-0.3%	-2.0%	34.0%	-1.07	-0.31	-0.445	0.707	0.0%	-3.1%
CCN(CCC(=O)Nc1cc(OC)cc(OC)c1)Cc1ccccc1
    -11.2%	-1.4%	-26.5%	-0.2%	26.8%	1.2%	0.111	0.0498	0.117	0.348	0.5%	-1.7%
Cc1cc(=O)oc(C)c1C(=O)NCCC1=CCCCC1
    -28.4%	17.6%	7.7%	-0.5%	-1.0%	-14.3%	1.95	-0.14	1.84	-1.98	11.9%	-10.6%
O=C(Nc1ccccc1)c1nnsc1S(=O)(=O)c1ccc(Cl)cc1
    6.2%	-13.9%	9.7%	1.0%	-0.2%	67.9%	-5.03*	0.759*	-1.85*	0.905*	5.0%	6.7%
CCCNS(=O)(=O)c1ccc(OCC(=O)NCCCOC)cc1
    11.9%	9.6%	9.6%	-0.1%	-3.0%	-20.5%	0.189	-0.14	-0.113	-0.49	15.7%	2.4%
CCc1ccccc1NC(=O)c1noc(C(C)C)c1[N+](=O)[O-]
    10.8%	-3.2%	-7.5%	0.5%	13.0%	-38.9%	2.77	-0.171	1.54	-1.58	1.6%	-10.5%
Cc1ccc(C2(C)NC(=O)N(CC(=O)Nc3c(C)n(C)n(-c4ccccc4)c3=O)C2=O)cc1 (centres undefined)
    26.8%	1.3%	-0.3%	-0.2%	-1.2%	-16.0%	-0.121	-0.168	-0.0339	0.221	-0.7%	-9.9%
CC1=C(C#N)C(c2ccc3ncccc3c2)C(C#N)=C(C)N1
    -1.7%	-6.4%	4.1%	-0.1%	1.7%	-4.4%	0.143	-0.189	0.453	0.574	2.8%	0.3%
N#Cc1nc(-c2cccs2)oc1NCCc1ccccc1
    -1.8%	45.6%	-9.1%	-0.1%	-2.5%	-61.9%	-0.0592	-0.19	-0.0913	0.292	3.6%	22.7%
Clc1ccc(SCc2cn3ccccc3n2)cc1
    10.9%	15.2%	-74.6%	-0.1%	-6.2%	-49.4%	-0.344	-0.203	-0.302	-0.152	1.8%	-3.3%
N#Cc1ccc(-c2csc(NC(=O)c3cc(-c4cccs4)nc4ccccc34)n2)cc1
    11.5%	1.2%	40.5%	-0.3%	0.9%	2.5%	0.802	-0.227	0.983	-0.598	2.8%	29.8%
O=C(CN1CCCCC1)N/N=C/c1cccc(Cl)c1
    -51.5%[20 µM]	.	-1.4%	-0.4%	-8.2%	15.8%	.	.	.	.	.	9.5%
Fc1cccc(Cl)c1CSc1nnc(CNc2ccccc2)o1
    -1.1%	-7.0%	-9.1%	0.1%	-0.4%	-44.6%	-0.885	-0.293	-0.358	0.598	4.4%	1.1%
Cc1ccc(S(=O)(=O)N2CCCC(C(=O)NCC(C)C)C2)cc1 (centres undefined)
    -15.6%	-5.1%	-1.9%	0.2%	1.1%	-35.2%	-0.426	-0.362	-0.726	0.853	-0.7%	-4.1%
COc1cccc(NC(=O)[C@H](C)NC(=O)C2CCN(S(=O)(=O)c3ccc(C)cc3)CC2)c1
    15.7%	-7.0%	19.4%	-0.1%	-1.9%	-0.7%	0.544	-0.221	0.339	-0.275	5.3%	5.2%
Cc1nn(-c2ccccc2)c(C)c1-c1nnc(C(F)(F)F)o1
    -18.0%	.	-1.3%	0.0%	-8.1%	-4.2%	.	.	.	.	.	-7.6%
COc1ccc(NC(=O)[C@H](C)NC(=O)[C@@H]2Cc3ccccc3CN2C(=O)OC(C)(C)C)cc1
    -1.9%	.	4.2%	-0.1%	-0.2%	-34.1%	.	.	.	.	.	-2.3%
CNC(=S)/N=C/NOCc1ccc(Cl)cc1Cl
    15.8%	3.7%	28.2%	-0.3%	-2.2%	41.7%	0.58	-0.232	-0.0584	0.465	9.3%	-3.6%
COc1ccc(CCNC(=O)c2ccccc2OCc2ccccc2)cc1
    -13.8%	.	-2.1%	0.0%	1.3%	-15.0%	.	.	.	.	.	1.3%
O=C(CSc1nc(-c2ccccc2)nc2c1CCCC2)N1CCOCC1
    -4.0%	6.7%	-11.8%	0.5%	-0.9%	-2.9%	-0.146	-0.262	0.208	0.901	6.4%	-1.1%
COc1ccc(CCNC(=O)c2cc(C3CC3)on2)cc1OC
    11.3%	0.6%	13.6%	-0.1%	4.5%	1.2%	0.268	0.0349	0.371	-0.993	2.8%	-3.8%
O=C(Nc1cccc(F)c1)C1CCN(S(=O)(=O)c2cnc[nH]2)CC1
    -40.4%	.	10.6%	0.0%	6.1%	-36.2%	.	.	.	.	.	-2.0%
CC1CCN(C(=S)NC2CCCCC2)CC1
    7.6%	2.2%	-11.9%	0.4%	-2.9%	-16.3%	.	.	.	.	7.5%	-22.7%
COc1ccc(OCC(=O)Nc2ccc(N3CCOCC3)cc2)cc1
    -9.2%	0.4%	-1.4%	0.1%	.	-20.9%	0.351	-0.105	0.521	-0.128	1.5%	-8.7%
CCN(CC)c1cccc(OC(=O)c2cccnc2Cl)c1
    -5.3%	.	-10.5%	0.2%	5.5%	-10.9%	.	.	.	.	.	-6.7%
COc1ccc(-c2cc(C(F)(F)F)nc(SCC(=O)NCCCN3CCOCC3)n2)cc1
    -19.2%[20 µM]	-1.6%	10.0%	0.2%	-4.2%	-20.5%	1.31	-0.31	0.243	-1.18	2.6%	10.5%
COC(=O)c1cc(NC(=O)c2cc(-c3ccccc3Cl)oc2C(F)(F)F)ccc1N1CCOCC1
    -6.5%	-0.3%	19.0%	0.0%	1.7%	2.7%	-0.282	-0.274	0.263	0.192	5.8%	37.8%

Looked up by structure from the list above:
Fields – KOR beta-arrestin-1	P. falciparum M17LAP	HEK293 NOD2/NF-kB	GPR55 activation	KOR beta-arrestin-2	NOD1 NF-kB reporter	Dynein cargo inh	Dynein cargo inh cytoplasmic EGFP	Dynein cargo inh nuclear GR-EGFP	Dynein cargo inh cell count	P. falciparum M1AAP	AID2073
CCN(CC)c1cccc(OC(=O)c2cccnc2Cl)c1
    -5.3%	.	-10.5%	0.2%	5.5%	-10.9%	.	.	.	.	.	-6.7%
CC1CCN(C(=S)NC2CCCCC2)CC1
    7.6%	2.2%	-11.9%	0.4%	-2.9%	-16.3%	.	.	.	.	7.5%	-22.7%
COc1ccc(-c2cc(C(F)(F)F)nc(SCC(=O)NCCCN3CCOCC3)n2)cc1
    -19.2%[20 µM]	-1.6%	10.0%	0.2%	-4.2%	-20.5%	1.31	-0.31	0.243	-1.18	2.6%	10.5%
COC(=O)c1cc(NC(=O)c2cc(-c3ccccc3Cl)oc2C(F)(F)F)ccc1N1CCOCC1
    -6.5%	-0.3%	19.0%	0.0%	1.7%	2.7%	-0.282	-0.274	0.263	0.192	5.8%	37.8%
